# Menin-MLL TR inh: inhibitors of human menin-MLL interaction, mutant MLL peptide; O00255; Menin + Texas Red MLL mutant peptide, fluorescence polarization; Potency, µM (highest dose often 61.6 µM), inactives show at the top dose FP activity change, negative = inhibition, hits mostly inhibitors; 270,000 compounds, 0.23% hits; active means well fitted inhibition curve with a large enough effect in the polarisation, with a control signal flat, not every such curve was filed as active; inconclusive means small, poorly fitted or top-dose-only effect, or effect the other way, or a change in a side signal; inactive means no such curve, though single readings can be large or run the other way; the % refers to the polarisation; further: potency means the concentration at half of the fitted maximal effect; % of control where 0% means no effect; many of its hits are not listed in these tables
# MLL CXXC-DNA inh: inhibitors of human MLL CXXC domain-DNA interaction; Q03164; MLL-CXXC / FITC-HOXA9 DNA fluorescence polarization; Potency, µM (highest dose often 115 µM), for inactives: at the highest dose activity change, negative = inhibition, actives largely listed as inhibitors; 290,000 compounds, 0.037% hits; active means well fitted inhibition curve with a large enough effect in the polarisation, with a control signal flat, not every such curve was filed as active; inconclusive means small, poorly fitted or top-dose-only effect, or effect the other way, or a change in a side signal; inactive means no such curve, though single readings can be large or run the other way; the % refers to the polarisation; further: potency means the concentration at half of the fitted maximal effect
#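 Fluorescence polarization: 7 uM MLL-CXXC (stock) preincubated 5 min with compounds, then 50 nM fluorescein-HOX-A9 DNA (stock) added; 30 min ambient. Buffer 50 mM Tris-HCl pH 7.5, 50 mM NaCl, 1 mM DTT, 0.05% BSA.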
# TRPV1 ag: activates the human vanilloid receptor TRPV1; Q8NER1; TRPV1-expressing cells, Fluo-8 calcium influx, agonist mode; activation, % at 8.33 µM; 320,000 compounds, 0.19% hits; AID 540275; in the data active means activation above about 80%; inconclusive means between about 30% and that limit; further: 0% is about no effect
#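 TRPV1-expressing cells were cultured overnight at 35.5C and loaded with Fluo-8 calcium dye for 40 to 90 min at room temperature. After a 10 s baseline, compound was added and calcium influx was read kinetically for 3 min (ex 480/em 520 nm).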
# Giardia kill: Giardia lamblia killing; Giardia lamblia trophozoite viability; activity change, % at 7.66 µM, hits read low; 340,000 compounds, 0.15% hits; AID 540267; in the data active means activity change below about -80%; inconclusive means between about -30% and that limit;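 further: parasites exposed to compound for two days anaerobically before the ATP read; on the % scale 0 is the no-effect control and ±100 the full control effect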
#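 Luminescence from cellular ATP indicates surviving trophozoites (100 cells/well) following 48 hrs anaerobic compound treatment at 37 deg C; signal develops 15-30 min at room temperature.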
# FBPA coupling cs: inhibits coupling enzyme system, counter-screen for aldolase hits. 290,000 compounds, 0.67% hits. AID 2472. coupling enzyme system counterscreen, AmpLite Red fluorescence. activity change, negative = inhibition, % at 58.2 µM, hits read low; in the data active means activity change below about -30%; further: on the % scale 0 is the no-effect control and ±100 the full control effect
#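 Fluorescence at 525 nm excitation and 598 nm emission measured inhibition of the coupled detection system without aldolase. Compounds (at 57.5 uM final) were preincubated 10 min at room temperature with coupling enzyme reagent before a 20 min substrate/AmpLite Red step.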
# USP2a inh: inhibitors of human ubiquitin-specific protease USP2a; Potency, µM (top dose mostly 38.3 µM), without a hit: at the top dose activity change, negative = inhibition, actives largely listed as inhibitors; USP2 core, Ub-CHOP2 coupled fluorogenic reporter, 485/531; O75604; 330,000 compounds, 0.01% hits;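 further: potency means the concentration at half of the fitted maximal effect; plate controls were DMSO wells for no effect and full inhibition by NEM control for full effect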
#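 USP2 core (10nM final) preincubated 30min RT with compound in 20mM Tris-HCl pH 8.0, 2mM CaCl2, 2mM beta-mercaptoethanol, 0.05% CHAPS; 25nM Ub-CHOP2 plus 25nM reporter substrate added, fluorescence (Ex485/Em531) read after 60min.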
# KCNH2 WT inh: blocks the wildtype human KCNH2 potassium channel; Q12809; U2OS, BacMam KCNH2, thallium flux FluxOr; active compounds read low; activity change, % at 1.84 µM; 340,000 compounds, 0.37% hits; AID 720551;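 active means maximum activity change below -70%; inconclusive means maximum activity change between -70% and -50%; inactive means maximum activity change above -50%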; further: on the % scale 0 is the no-effect control and ±100 the full control effect
# Target sequence (Q12809 whole entry, looked up): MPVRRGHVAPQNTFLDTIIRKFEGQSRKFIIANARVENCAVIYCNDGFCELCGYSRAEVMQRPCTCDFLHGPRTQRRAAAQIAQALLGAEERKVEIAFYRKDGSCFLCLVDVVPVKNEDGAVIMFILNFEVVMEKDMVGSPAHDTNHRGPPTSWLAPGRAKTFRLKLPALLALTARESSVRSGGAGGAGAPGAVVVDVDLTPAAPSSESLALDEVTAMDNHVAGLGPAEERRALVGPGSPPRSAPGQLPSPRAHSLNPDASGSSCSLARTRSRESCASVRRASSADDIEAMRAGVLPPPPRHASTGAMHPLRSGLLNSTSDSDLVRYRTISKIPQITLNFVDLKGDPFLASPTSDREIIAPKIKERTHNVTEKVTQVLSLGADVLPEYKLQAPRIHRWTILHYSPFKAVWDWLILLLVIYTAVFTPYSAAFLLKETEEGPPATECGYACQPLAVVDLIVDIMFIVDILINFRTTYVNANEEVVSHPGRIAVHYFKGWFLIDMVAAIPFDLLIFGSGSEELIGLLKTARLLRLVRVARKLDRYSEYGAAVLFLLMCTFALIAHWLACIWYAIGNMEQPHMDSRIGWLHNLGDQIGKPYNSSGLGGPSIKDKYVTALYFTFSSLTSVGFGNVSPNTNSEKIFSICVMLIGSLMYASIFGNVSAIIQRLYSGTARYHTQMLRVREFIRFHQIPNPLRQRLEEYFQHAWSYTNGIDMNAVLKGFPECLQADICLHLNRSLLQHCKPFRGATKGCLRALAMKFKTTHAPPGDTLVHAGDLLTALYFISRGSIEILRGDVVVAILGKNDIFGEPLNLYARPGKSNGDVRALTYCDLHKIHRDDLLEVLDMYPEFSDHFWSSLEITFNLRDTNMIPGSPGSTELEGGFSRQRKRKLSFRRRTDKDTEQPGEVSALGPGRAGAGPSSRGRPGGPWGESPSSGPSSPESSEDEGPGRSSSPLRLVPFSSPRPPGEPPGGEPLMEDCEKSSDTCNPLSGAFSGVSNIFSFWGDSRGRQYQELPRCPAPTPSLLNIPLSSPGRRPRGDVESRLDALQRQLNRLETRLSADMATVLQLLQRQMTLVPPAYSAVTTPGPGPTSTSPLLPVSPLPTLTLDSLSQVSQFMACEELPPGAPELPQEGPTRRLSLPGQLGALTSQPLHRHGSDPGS
#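 U2OS cells transduced with wild-type KCNH2 virus are loaded with FluxOr dye for 45 min, and thallium flux is measured in kinetic reads before and after stimulation buffer. Rate constants are normalized to DMSO controls.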
# KCNH2 3.1 inh: inhibitors of human KCNH2 3.1 potassium channel isoform; 340,000 compounds, 0.95% hits; AID 720553; activity change, % (tested at about 1.8 µM); U2OS KCNH2 3.1, thallium flux FluxOr; active compounds read low;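 active means maximum activity change below -70%; inconclusive means maximum activity change from -70% to -50%; inactive means maximum activity change above -50%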;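 further: thallium influx rate constant from kinetic fluorescence after stimulation buffer; on the % scale 0 is the no-effect control and ±100 the full control effect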
#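 Thallium flux via FluxOr fluorescence (Red40 quencher, 45 min loading) in U2OS cells virally expressing the KCNH2 3.1 isoform (1.77 x 10^8 /mL virus, overnight at 37 C). Rate constants from 2-min kinetic reads post-stimulation, normalised to positive and negative controls.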
# PKM2 act: increases activity of human pyruvate kinase M2; P14618; purified PKM2, Kinase-Glo ATP luminescence, activation; response scale: 0% is enzyme alone, no compound; Potency, µM (highest dose often 57.5 µM), without a hit: top-dose activation, hits mostly activators; 260,000 compounds, 0.34% hits; AID 1631; further: potency means the concentration at half of the fitted maximal effect; on the % scale 0 is the no-effect control and ±100 the full control effect; nearly all actives have a fitted effect of over 55% in size
#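 hPK-M2, >95% pure; 0.1 mM ADP / 0.5 mM PEP final; imidazole pH7.2 buffer w/ 7 mM MgCl2, 50 mM KCl; 1 h RT; Kinase-Glo lum. Intermediate enzyme activity for dual inhibitor/activator qHTS.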
# GALK inh: galactokinase (human) inhibition. P51570. Purified GALK, Kinase-Glo residual ATP luminescence. Potency, µM (series often up to 57.5 µM), without a hit: at the top dose activity change, negative = inhibition, hits mostly inhibitors. 270,000 compounds, 0.007% hits. AID 1868; further: potency means the concentration at half of the fitted maximal effect; on the % scale 0 is the no-effect control and ±100 the full control effect
#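 Luminescence from leftover ATP (Ultra-Glo luciferase/luciferin) served as read-out after a 1 h room-temperature reaction of 5 nM GALK with 35 uM ATP and 100 uM galactose.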
# B2AR arrestin: beta2AR (human) beta-arrestin recruitment activity; beta-arrestin recruitment to beta2AR, cell-based reporter; Potency, µM (titrated, usually from 46.1 µM), for inactives: top-dose activation, hits mostly activators; 330,000 compounds, 0.02% hits; AID 492947;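 further: potency means the concentration at half of the fitted maximal effect; 0% = DMSO controls and full agonism = EC100 isoproterenol or metaproterenol; nearly all actives have a fitted effect of over 65% in size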
# * marks the source's active call; other numbers are inactive results; u = inconclusive; x = no result given; [ ] = remark or other dose. Unless noted, the call rests on the fitted dose curve; in most records, active means well fitted curve in the direction sought with a large enough effect; inconclusive means small, poorly fitted or top-dose-only effect, or another doubt; inactive means no such curve, though single readings can be large; an effect the other way counts as inactive or inconclusive. A portion of the library; rates above refer to the full screens.
SMILES,Menin-MLL TR inh,MLL CXXC-DNA inh,TRPV1 ag,Giardia kill,FBPA coupling cs,USP2a inh,KCNH2 WT inh,KCNH2 3.1 inh,PKM2 act,GALK inh,B2AR arrestin
COc1ccc(NC(=O)Cc2ccc(C)cc2)c([N+](=O)[O-])c1,-14%,-6%,6,-1,1,1%,-10,8,14%,2%,0.1%
CCCCNS(=O)(=O)c1ccc2nc(-c3cccnc3)cc(C(=O)NC3CCCC3)c2c1,x,1%,-1,-9,-1,-1%,0,-7,6%,x,-0.2%
CCOC(=O)c1c(-c2ccc(OC)cc2)cn2ccccc12,27%,5%,u,-11,-8,3%,-4,-10,1%,6%,1.1%
N#CC(C#N)=C1C=CC=CN1/C(=C\c1ccco1)C(=O)c1ccc(Cl)cc1,20%,25%,u,2,0,0%,8,-86*,24%,-3%,-0.2%
Cc1ccc(C(=O)NCC(=O)N/N=C/c2cccs2)cc1C,-3%,u,2,26,-5,1%,-2,-16,9%,6%,0.2%
C=CCN(C(=O)C1=NN(C2CCS(=O)(=O)C2)C(=O)CC1)c1nc(-c2ccc([N+](=O)[O-])cc2)cs1 (stereo not given),u,31%[activator],0,-3,1,-3%,18,-22,2%,8%,0.1%
CC1CCN(CCCNC(=O)c2ccc3c(=O)n(CCc4ccccc4)c(=O)[nH]c3c2)CC1,5%,8%,-4,4,1,-1%,-1,-8,-7%,-3%,-0.1%
O=c1c2ccccc2nnn1CSc1nnc(-c2cccs2)n1Cc1ccccc1,-20%,8%,1,-1,0,-2%,27,-20,13%,1%,-0.2%
C=CCNc1nc(Nc2ccc([N+](=O)[O-])cc2)nc(OCC)n1,-1%,1%,11,-3,2,1%,21,12,4%,x,-0.3%
CCOC(=O)C1=C(c2ccccc2)NC(=S)NC1c1ccc(Cl)cc1 (stereo not given),x,-3%,8,-14,-8,-2%,-1,-3,-2%,4%,0.2%
COc1cccc(/C=C2\SC(=S)N(CCCC(=O)Nc3cc(C)on3)C2=O)c1,u,6%,0,29,0,0%,-11,3,-13%,5%,-0.2%
CCOC(CNc1c([N+](=O)[O-])c(=O)n(C)c(=O)n1C)OCC,2%,14%,1,4,1,-1%,-3,6,8%,2%,-1.1%
O=C(Nc1nc2ccccc2[nH]1)C1CCC1,-4%,-7%,0,-4,0,4%,4,-4,-13%,-1%,-0.2%
COc1ccc(C(=O)N=C2SC3CS(=O)(=O)CC3N2Cc2ccc(OC)c(OC)c2)cc1 (stereo not given),u,-1%,1,23,-2,-2%,-5,-9,-1%[0.46 µM],0%,0.0%
COc1ccc(CCNC(=O)CCc2cn(C)c3ccccc23)c(OC)c1OC,-3%,12%,5,-5,3,0%,4,21,x,x,0.1%
COC(=O)Cn1c2nc3ccccc3nc2c2cccc(C)c21,-20%,7%,9,7,-2,4%,-1,1,x,1%,0.1%
CCn1c(COc2cccc(OC)c2)nnc1SCC(=O)NC1CCCC1,-24%,-12%,-4,-5,6,1%,4,12,2%,-1%,0.2%
O=C(O)C1=C[C@H](c2coc3ccccc3c2=O)C[C@H](OCCCCO)O1,-14%,-12%,0,2,8,1%,x,x,-1%,1%,0.6%
Cc1ccc(S(=O)(=O)NC(=O)c2cc(C)n(-c3ccc(N(C)C)cc3)c2C)cc1,7%,2%,6,-6,15,2%,-34,29,-16%,1%,-0.1%
Cc1ccc(C)c(OCCC(=O)OCC(=O)Nc2ccc(Cl)cn2)c1,x,x,4,u,x,0%,1,3,x,x,-0.4%
CCCS(=O)(=O)c1csc(C(=O)OC)c1N,x,-11%,3,-12,-1,1%,-8,-13,-9%,-2%,0.3%
CCN(CC)Cc1nc2c(c(=O)[nH]1)C1(CCCC1)Cc1ccccc1-2,-30%,-21%,u,4,1,1%,-5,1,-10%,6%,0.1%
CC1=Nc2cc([N+](=O)[O-])ccc2NC(C)(C)C1,u,12%,0,7,-23,-6%,11,1,4%,4%,0.2%
COc1cc2c(cc1OC)CN(C(=O)CN1CCN(S(=O)(=O)c3ccccc3)CC1)CC2,x,14%,1,9,x,1%,-20,5,x,1%,0.1%
COc1cccc(-n2nnc3c(=O)n(Cc4ccc(C)cc4)cnc32)c1,13%,-20%,1,3,0,-1%,-5,13,1%,-1%,0.1%
CCNC(=S)Nc1ccc(OCC)cc1,7%,23%,0,-16,2,-2%,1,-15,0%,-1%,-1.7%
O=C(NCCN1CCN(C(=O)c2ccc(F)cc2)CC1)C(=O)NCc1ccccc1,-8%,1%,-1,2,-3,0%,5,15,x,0%,0.1%
CCCc1nc2c(nnn2Cc2ccccc2F)c(=O)[nH]1,x,-5%,2,-8,2,1%,0,-1,11%,-1%,-1.0%
COc1ccc(NC(=O)NCc2cccnc2)cc1,x,7%,0,-8,x,5%,-1,-14,-6%,-1%,-0.1%
CCOC(=O)c1c(-c2ncc(C(F)(F)F)cc2Cl)noc1C,-2%,-2%,1,19,1,0%,-4,18,1%,7%,0.3%
CCOc1ccc(N2C(=O)C(c3ccccc3)=C(c3nc4ccccc4s3)C2NC(C)=O)cc1 (stereo not given),-3%,5%,0,-5,-3,4%,10,-8,10%,-2%,-0.4%
CC(C)C(=O)N1CCN(c2ccccc2NC(=O)COc2ccccc2)CC1,-24%,-7%,27,3,7,-4%,6,6,-5%,1%,-0.2%
O=C(Nc1ccc(F)cc1)Nc1cc(OCC(F)(F)F)cc(OCC(F)(F)F)c1,u,-9%,u,-12,0,5%,19,u,11%,-1%,-0.2%
CC1CCc2nn(CC(=O)Nc3c(F)cc(F)cc3Br)cc2C1 (stereo not given),-4%,-2%,-1,8,1,4%,-1,3,7%,2%,0.0%
Cc1noc(C)c1COC(=O)CCN1c2ccccc2Sc2ccccc21,-5%,-7%,1,-1,0,-2%,0,-3,-2%,2%,-0.6%
NC1=NC[C@@H](Cc2ccc(O)cc2)N1CCc1cccc(F)c1,x,0%,3,-19,-1,2%,3,5,-1%,-2%,-0.2%
COC(=O)Cc1cn(-c2ncc(C(F)(F)F)cc2Cl)c2ccccc12,12%,11%,13,-14,0,1%,5,2,3%,2%,-0.4%
O=C(ONC1=NCCCCC1)c1c(F)cccc1F,3%,8%,15,11,0,1%,1,-11,-5%,-2%,-0.1%
Cc1ccc(C)c(C(=O)COC(=O)c2ccc(Br)o2)c1,x,-1%,18,-14,0,1%,-4,-5,1%,-2%,0.1%
CCN(CC)S(=O)(=O)c1cccc(NC(=O)COC(=O)c2cc(=O)c3ccccc3o2)c1,-18%,7%,0,-1,1,1%,1,5,-3%,7%,0.0%
Cc1ccc2nc(-c3ccc(NS(=O)(=O)c4ccc(F)c(F)c4)cc3)sc2c1,u,-10%,-2,-4,1,-24%,-1,-6,0%,-2%,-1.7%
CCN(CC)S(=O)(=O)c1cccc(C(=O)N/N=C/c2ccc(OC)c(O)c2)c1,1%,8%,20,0,0,0%,-14,2,-13%,-2%,-0.6%
Cc1ccc(NC(=O)c2cccs2)cc1NC(=O)c1ccc(F)cc1,5%,-7%,3,-11,-2,2%,5,10,-4%,-3%,-0.2%
CC1CCC(C(C)C)C(OC(=O)COC(=O)c2ccc(N)cc2)C1 (stereo not given),28%,-3%,u,0,0,-2%,-7,4,9%,-3%,-0.4%
Cn1cc(C(=O)NC2CCCCC2)c(=O)c2cc(S(=O)(=O)N3CCOCC3)ccc21,x,9%,u,-18,x,1%,5,12,x,-4%,-0.2%
CCOC(=O)c1c(NC(=O)COC(=O)Cc2c[nH]c3ccccc23)sc(C(=O)N(C)C)c1C,x,x,7,2,x,2%,1,-8,x,x,-0.3%
NNC(=O)CCC(=O)Nc1ccccc1,3%,0%,1,-4,1,3%,x,0,-1%,0%,0.3%
CCCCOc1ccccc1C1C(C(=O)OC)=C(C)N(C)C(C)=C1C(=O)OC,-23%,0%,-6,-12,-4,-6%,-2,-1,-1%,-1%,0.2%
CSCC[C@H](NC(=O)COc1ccc(Cl)cc1)C(=O)N1CCC2(CC1)NCCc1[nH]cnc12,-7%,4%,1,3,1,3%,-6,-1,x,11%,-0.3%
O=[N+]([O-])c1ccc(O)c(-c2nc(-c3ccccc3)c(-c3cccs3)[nH]2)c1,u,-16%,3,-15,1,4%,-6,1,-2%,-1%,-0.2%
CCC(=O)Nc1cc(OC)c(NC(=O)c2ccccc2)cc1OC,25%,10%,0,-15,0,1%,-1,14,-5%,0%,0.1%

# High-throughput results deposited in PubChem BioAssay by National Center for Advancing Translational Sciences (NCATS).
